Source: PubChem BioAssay
MEX-5 binding = C. elegans MEX-5 TCR-2 RNA binding activity; 300,000 compounds, 0.38% hits; activity score (negative = inhibition of binding), % at 10 µM; AID 1832; Q9XUB2; MEX-5/FITC-TCR2 RNA binding, fluorescence polarization; active compounds read low;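 active means inhibition past about -25% in most replicates, and total fluorescence under double the plate's negative control median, limit read from the data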;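 further: 0% = DMSO and -100% = 5 µM competing unlabeled TCR2 RNA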
PME-1 inh = blocks human protein phosphatase methylesterase 1. Q9Y570. recombinant PME-1, FP-Rh probe fluorescence polarization. inhibition, % at 5.9 µM. 320,000 compounds, 0.53% hits;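 active means inhibition above the campaign mean of all compounds plus 3 SD, cut at about 26% in these data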;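 further: competitive labeling of PME-1 active site by serine hydrolase directed probe; 0% = PME-1 with DMSO and 100% = wells lacking PME-1 enzyme; inhibitors block probe labeling so polarization falls and inhibition rises; many of its hits are not listed in these tables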
Target sequence (Q9Y570 whole entry, looked up): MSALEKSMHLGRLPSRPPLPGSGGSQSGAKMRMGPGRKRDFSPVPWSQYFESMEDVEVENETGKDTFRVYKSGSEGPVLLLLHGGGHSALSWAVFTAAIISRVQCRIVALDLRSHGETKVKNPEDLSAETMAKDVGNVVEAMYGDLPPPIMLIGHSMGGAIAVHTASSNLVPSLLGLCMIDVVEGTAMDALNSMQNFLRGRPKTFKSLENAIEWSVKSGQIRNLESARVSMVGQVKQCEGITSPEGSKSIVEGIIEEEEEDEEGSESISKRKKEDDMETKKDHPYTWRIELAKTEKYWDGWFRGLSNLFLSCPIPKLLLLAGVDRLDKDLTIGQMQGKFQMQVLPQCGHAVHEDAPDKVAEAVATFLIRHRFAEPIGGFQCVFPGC
VLA-4 inh = inhibition in a human VLA-4 binding assay. P13612. VLA-4 expressing cells, ligand binding flow cytometry. inhibition, % (about 7 µM as worked out from the volumes in the protocol). 330,000 compounds, 0.2% hits; in the data active means inhibition above about 50%
GLD-1 RNA inh = GLD-1-TGE RNA interaction inhibition (C. elegans). inhibition, % at 5.96 µM. 320,000 compounds, 0.44% hits. Q17339. purified GLD-1 + fluorescein TGE RNA, fluorescence polarization;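 active means percent inhibition above a per-plate cutoff, the plate mean of test compounds plus 3 SD, cut at about 30% in these data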;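 further: 0% = DMSO wells with GLD-1 and probe and 100% = wells lacking GLD-1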
MCL1 BIM primary = disrupts human MCL1 binding to BIM-BH3 peptide; Q07820; GST-MCL1 / FITC-Bim-BH3 fluorescence polarization; inhibition, % at 10.9 µM; 320,000 compounds, 0.68% hits; AID 2057;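 active means inhibition above the mean inhibition of all tested compounds plus 3 SD, set per campaign, cut at about 40% in these data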;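 further: 0% = DMSO wells and 100% = unlabeled Bim-BH3 peptide control; higher means more loss of mP so more displacement of Bim peptide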
GRK2 aptamer HTS = blocks RNA aptamer binding to human GRK2; P25098; bead flow cytometry, FAM-aptamer displacement from GRK2; inhibition of aptamer binding, % at 10 µM; 330,000 compounds, 0.59% hits; AID 488847;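 active means inhibition of aptamer binding above 40%, roughly 3 SD of noise, on plates passing a quality check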;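 further: median bead fluorescence of bound FAM aptamer so fluorescent compounds give negative values; no value below 0 was filed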
Target sequence (P25098 whole entry, looked up): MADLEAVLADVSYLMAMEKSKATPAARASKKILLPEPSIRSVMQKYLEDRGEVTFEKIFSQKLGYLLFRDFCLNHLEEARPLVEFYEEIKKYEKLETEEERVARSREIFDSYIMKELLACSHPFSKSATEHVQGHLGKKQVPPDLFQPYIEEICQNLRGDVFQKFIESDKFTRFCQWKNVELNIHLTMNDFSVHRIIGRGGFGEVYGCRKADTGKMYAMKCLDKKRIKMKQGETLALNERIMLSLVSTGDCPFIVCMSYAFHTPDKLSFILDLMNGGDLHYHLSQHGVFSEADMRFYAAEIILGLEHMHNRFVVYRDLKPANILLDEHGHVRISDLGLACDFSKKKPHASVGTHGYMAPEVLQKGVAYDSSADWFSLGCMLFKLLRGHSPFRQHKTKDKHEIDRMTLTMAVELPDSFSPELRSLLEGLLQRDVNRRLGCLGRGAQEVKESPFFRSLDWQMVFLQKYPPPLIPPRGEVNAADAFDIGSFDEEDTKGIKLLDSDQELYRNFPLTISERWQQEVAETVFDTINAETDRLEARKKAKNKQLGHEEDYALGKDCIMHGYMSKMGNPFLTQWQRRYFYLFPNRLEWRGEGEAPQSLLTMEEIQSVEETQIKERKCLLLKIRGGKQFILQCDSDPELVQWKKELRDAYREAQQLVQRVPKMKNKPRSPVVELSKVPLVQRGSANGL
Efflux pump inh = blocks antifungal efflux pumps in multiplex yeast assay | AID 485275 | inhibition, % at 10 µM | 330,000 compounds, 0.44% hits | S. cerevisiae Candida pump triplex, Nile Red efflux;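 active means plate passing quality check with inhibition over a set limit, or well fluorescence over plate mean plus 4 SD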;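 further: Nile Red retained in pooled yeast measured as flow cytometry median fluorescence; 0% = buffer negative control and 100% = Enniatin B positive control; higher means more Nile Red kept so more efflux inhibition; some compounds called inactive have numbers as strong as hits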
Fam108B counter = Fam108B inhibition, counter-screen for RBBP9 inhibitors | AID 1947 | recombinant Fam108B, FP-Rh probe fluorescence polarization | 300,000 compounds, 0.33% hits | inhibition, % at 9.51 µM;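 active means inhibition above the screen mean inhibition plus 3 SD, computed separately per campaign, cut at about 18% in these data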;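 further: inhibitors lower polarization as less probe binds the enzyme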
Bcl-xL primary = blocks human Bcl-xL binding to Bim BH3 peptide. inhibition, % at 10.9 µM. GST-Bcl-xL / FITC-Bim BH3 peptide fluorescence polarization. Q07817. 320,000 compounds, 0.7% hits;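 active means inhibition above the mean of all tested compounds plus 3 SD, cutoff set per campaign, cut at about 30% in these data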;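 further: 0% = DMSO wells and 100% = unlabeled Bim-BH3 peptide competitor; inhibitors lower millipolarization by displacing the labeled peptide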
Numbers without * were called inactive; . = not tested or not shown; & = joins results of further samples.

SMILES | MEX-5 binding | PME-1 inh | VLA-4 inh | GLD-1 RNA inh | MCL1 BIM primary | GRK2 aptamer HTS | Efflux pump inh | Fam108B counter | Bcl-xL primary
CCOc1ccc(C2N(c3ccc(F)cc3)C(=O)C3CCCN32)cc1 (stereo not drawn) | 1.8 | -1 | -10 | 4 | 0 | 0 | -0.1 | -2 | 0
CC(C)(C)c1ccc(C(=O)c2c[nH]c(C(=O)NCCc3ccccn3)c2)cc1 | 1.5 | -8 | -4 | 0 | -6 | 7 | 0.2 | -3 | -3
NS(=O)(=O)c1ccc(NC(=O)CN2CCN(S(=O)(=O)c3ccc(F)cc3)CC2)cc1 | -0.9 | -4 | 10 | 4 | 4 | 3 | 0.2 | 2 | 5
CCn1c(-c2ccc(N(C)C)cc2)nc2ccccc21 | -0.7 | 1 | 1 | 4 | 4 | 2 | -0.1 | -1 | 2
COc1ccccc1C(=O)OCC(=O)NC1CCCC1 | 2.3 | 3 | 5 | 0 | -5 | 0 | 0.0 | 3 | 2
CCOc1ccc(C(=O)NCC(=O)NCC(c2ccco2)N2CCCCC2)cc1 (stereo not drawn) | . | -2 | -2 | -1 | 10 | 2 | -0.1 | . | 2
Cc1cc(N2CCOCC2)n2nc(C)c(-c3ccc(Cl)cc3)c2n1 | 1.6 | -1 | 8 | 2 | -6 | 0 | 0.0 | -4 | -1
Nc1n[nH]c2cc(=O)n(-c3ccc(Cl)cc3)nc12 | -18 | 5 | 8 | 35* | 28 | 2 | -0.2 | 3 | 26
O=C(Nc1ccccc1)C1CCCCC1 | 1.1 | -6 | 5 | 1 | 8 | 2 | -0.1 | 0 | 12
CC(C)(C)c1ccc(C(=O)N2CCC(C(=O)N3CCCCC3)CC2)cc1 | 2.0 | 9 | 10 | -4 | 3 | 1 | 0.0 | 4 | 4
CCN(CCn1cccn1)Cc1cn[nH]c1-c1cccc2ccccc12 | 2.4 | -2 | -2 | 3 | -1 | 0 | -0.1 | 4 | 5
COc1cccc(-c2ncc3ccccc3c2COC(=O)c2ccc(C(C)(C)C)cc2)c1 | . | -3 | 0 | -6 | 4 | 0 | 2.3 | . | 3
Cc1ncc([N+](=O)[O-])n1CC(=O)Nc1ccccc1F | -4.1 | 1 | 20 | 7 | -10 | 0 | 0.0 | 16 | -1
O=C(C1CC1)N1CCc2cc(S(=O)(=O)NC3CCN(Cc4ccccc4)CC3)ccc21 | 1.2 | 0 | 7 | 4 | 8 | 0 | -0.1 | -2 | -1
CNC(=O)Oc1ccc2c(c1)[C@]1(C)CCN(C)C1N2C (stereo partly drawn) | -1.9 | -5&-3 | 1&1 | 4&-1 | 5&9 | 0&1 | 0.2&-0.1 | -1&3 | 6&8
O=C(COC(=O)/C=C/c1ccc(OC(F)F)cc1)NC(=O)NCc1ccccc1 | . | -6 | -15 | 4 | -2 | 0 | 0.0 | . | 3
COc1ccc(-c2c(-c3cc(OC)cc(OC)c3)n(C)c3ccc(-c4cc(F)cc(OC)c4)cc23)cc1 | . | -4 | 19 | -3 | 3 | 3 | 0.2 | . | 1
O=S(=O)(Nc1nc2ccccc2[nH]1)c1ccc2ccccc2c1 | -0.3 | 9 | 9 | -1 | -2 | 2 | 0.1 | 1 | 0
COc1ccc(C)cc1NC(=O)COC(=O)C1CCN(C(=O)c2ccc(Cl)cc2)CC1 | 2.4 | 9 | -10 | -8 | -5 | 0 | 0.1 | 0 | -2
Cc1cc(C)c(NC(=O)C2CC(=O)N(c3ccc4c(c3)OCCO4)C2)c(C)c1 (stereo not drawn) | 2.6 | 5 | 16 | 4 | -3 | 10 | -0.1 | 4 | 4
COc1cc(OC)cc(C(=O)NCC(=O)N2CCCCC2)c1 | 0.4 | 5 | 5 | -1 | -3 | 0 | 0.1 | -3 | -4
CC(O)CNCc1cccc2ccccc12 (stereo not drawn) | -1.3 | 3 | 2 | 6 | 4 | 6 | 0.1 | 0 | 3
O=C(Nc1ccc([N+](=O)[O-])cc1)N1CCc2ccccc2C1 | 2.8 | -5 | -3 | 4 | 4 | 0 | -0.1 | -6 | 4
Cc1cc(C(=O)CSCCCn2c(=O)[nH]c3ccccc32)c(C)n1C | -7.2 | 6 | -1 | 12 | 15 | 0 | 0.0 | 0 | 15
O=C(CCC(=O)N1CCN(c2ccc(C(F)(F)F)cn2)CC1)c1cccs1 | . | 4 | -18 | -1 | 1 | 2 | -0.2 | . | 5
Further results:
SMILES | MEX-5 binding | PME-1 inh | VLA-4 inh | GLD-1 RNA inh | MCL1 BIM primary | GRK2 aptamer HTS | Efflux pump inh | Fam108B counter | Bcl-xL primary
Cn1c(=O)cc(OCC(=O)NCc2cccs2)c2ccccc21 | 1.3 | 7 | 11 | 3 | 1 | 0 | 0.1 | 6 | 2
N#CCC(=O)NC(=O)NCC1CC1 | -0.4 | -1 | . | -6 | -6 | . | . | -1 | -2
CCCCn1nnnc1NCc1cc(OC)c(OC)c(OC)c1 | 1.0 | -5 | 2 | -1 | -2 | 1 | 0.2 | 2 | -3
O=C(/C=C/c1ccco1)OCC1CCCN2CCCCC12 (stereo not drawn) | -0.3 | -4 | 21 | -2 | 1 | 3 | -0.1 | -2 | 4
COc1cc2nc(CC(C)C)n(NC(=O)c3ccccc3Br)c(=O)c2cc1OC | 1.5 | 2 | 18 | 0 | -8 | 1 | 0.0 | -2 | 1
O=C(c1ccc(F)cc1)N(C(=O)c1ccc(F)cc1)c1ncccn1 | 1.4 | -3 | -2 | 11 | -2 | 2 | -0.1 | 2 | 5
O=C(Nc1ccc(Cl)cc1)Nc1nnc(CSc2ccc(Cl)cc2)s1 | 0.1 | -1 | 9 | 1 | 5 | 0 | 0.0 | -2 | 3
COc1cc(C(=O)N2CCN(C3CCCCC3)CC2)cc(OC)c1OC | -2.5 | -1 | 0 | 4 | 4 | 3 | 0.2 | 1 | -3
Cc1ccccc1CSc1nc(-c2ccccc2)cc(=O)[nH]1 | -2.2 | 2 | -5 | -4 | -2 | 0 | -0.1 | 3 | 2
O=S(=O)(Nc1nc2ccccc2nc1Cl)c1ccccc1 | 1.3 | 7 | 9 | 3 | 12 | 3 | -0.1 | -2 | 4
Cc1onc(-c2ccccc2Cl)c1C(=O)N1C=CC(C(F)(F)Cl)=NCC1 | 1.0 | 1 | 2 | 9 | 5 | 1 | 0.0 | 6 | 4
Brc1ccc(/C=N/c2nc3ccccc3n2CCN2CCOCC2)cc1 | -0.7 | 2 | 9 | 3 | 4 | 4 | -0.1 | 0 | 2
COc1ccc2c(c1)c1ncn(Cc3ccco3)c(=O)c1n2C | 1.3 | 1 | 4 | 4 | 9 | 0 | -0.3 | 0 | 9
CCn1c(/C=N/Nc2ccc(C(=O)O)cc2)nc2ccccc21 | 2.2 | -1 | 47 | -2 | 1 | 1 | 0.1 | 1 | -1
O=C(NCCS(=O)(=O)N1CCN(c2ccccc2F)CC1)c1cccs1 | 1.4 | -5 | 12 | 3 | 0 | 0 | 0.0 | -1 | 2
CC(=O)NC12CC3CC(C1)CC(C(=O)OCC(=O)Nc1ncc(Cl)c(C)c1Cl)(C3)C2 | -4.2 | -5 | 23 | 14 | 36 | 2 | -0.2 | 3 | 37*
Cc1cn(C2OC[C@@H](O)[C@@H]2CO)c(=O)[nH]c1=O (stereo partly drawn) | 1.4 | -3 | -18 | 1 | -3 | 0 | 0.0 | 0 | 7
O=S(=O)(/N=C(/c1ccc(F)cc1)N1CCCCC1)c1ccc(Cl)cc1 | 2.2 | -1 | -22 | 6 | 3 | 0 | -0.1 | 4 | 7
COc1ccc(CNc2cc(C)ccn2)cc1 | 2.9 | -7 | 0 | -2 | 3 | 0 | 0.1 | -2 | 5
Cc1ccc(C(=O)NCCc2nnc3ccc(SCC(=O)Nc4ccccc4C)nn23)cc1 | 1.2 | -4 | 5 | 5 | -10 | 19 | -0.9 | 0 | -1
CCN(CC)S(=O)(=O)c1cccc(NC(=O)/C=C/c2ccc([N+](=O)[O-])cc2)c1 | 0.1 | -5 | 9 | 0 | -33 | 6 | -0.3 | 1 | -4
CCOc1ccc(NC(=O)CCC(=O)N/N=C(\C)c2cccs2)cc1 | -0.2 | -1 | 2 | -1 | -6 | 0 | 0.1 | 6 | -8
CC(=O)N1CCN(C(=O)COC(=O)/C=C/c2ccc(C(F)(F)F)cc2)CC1 | . | . | 11 | 1 | . | 1 | 0.2 | . | .
Cc1nn(CC2CC2)c(=O)n1N(C)c1ncc(C(F)(F)F)cc1Cl | 1.1 | -1 | 2 | -5 | -1 | 2 | 0.0 | 0 | -2
CCCNC(=O)CSc1nccn1Cc1ccco1 | 1.2 | -3 | 9 | -3 | -3 | 0 | 0.0 | -1 | 7
Continued.
SMILES | MEX-5 binding | PME-1 inh | VLA-4 inh | GLD-1 RNA inh | MCL1 BIM primary | GRK2 aptamer HTS | Efflux pump inh | Fam108B counter | Bcl-xL primary
O=S(=O)(Nc1cccc(-c2cn3c(n2)SCC3)c1)c1ccccc1F | -1.1 | 14 | -6 | -2 | -10 | 6 | -0.7 | 9 | -7
O=C(NC1CC1)c1ccc(C2SCC(=O)N2Cc2ccccc2)cc1 (stereo not drawn) | 0.7 | 0 | 9 | 5 | -6 | 6 | 0.1 | 1 | 1
Cc1ccsc1C(=O)OCc1nc2ccccc2c(=O)[nH]1 | . | 3 | -1 | 4 | 0 | 0 | 0.0 | 0 | 1
COc1ccc([N+](=O)[O-])cc1NC(=O)c1csc(C)c1 | -2.9 | -1 | -3 | -5 | 5 | 3 | 0.1 | 1 | 7
COc1ccccc1NC(=O)CC1C(=O)NCCN1C(=O)Nc1ccc(Cl)c(Cl)c1 (stereo not drawn) | 0.6 | 1 | 19 | 2 | 2 | 0 | 0.2 | -3 | 4
O=C(NNC1=Nc2cccc3cccc1c23)c1ccc(Br)cc1 | -4.8 | 5 | 11 | 14 | 41* | 0 | -0.2 | -1 | 28
CCOC(CNC(=O)Cn1nc(Cc2ccncc2)c2ccccc2c1=O)OCC | 1.2 | 0 | 10 | 4 | -5 | 0 | 0.5 | 5 | -5
COc1ccc(OC)c(/C=C/C(=O)OCC(=O)Nc2nnc(-c3ccccc3)o2)c1 | . | -6 | -3 | 1 | 13 | 2 | -0.1 | . | 11
O=C(COC(=O)c1ccccc1OCc1ccccc1Cl)NC1CCS(=O)(=O)C1 (stereo not drawn) | . | . | 0 | 1 | . | 0 | -0.1 | . | .
COc1cc(NC(=S)NCc2ccco2)cc(OC)c1 | 0.9 | -2 | -2 | 1 | 13 | 1 | 0.0 | -3 | 8
CCCn1c(SCC(=O)NCc2ccco2)nnc1C(C)C | -2.4 | -2 | 20 | 6 | 2 | 0 | 0.0 | 0 | 5
COC(=O)CCC(=O)Nc1cccc(Cl)c1 | 1.1 | 0 | 6 | 4 | 2 | 4 | 0.0 | 4 | 1
Cc1ccc(NC(=O)Nc2ccc(F)cc2F)c(OC(F)F)c1 | -0.2 | 0 | 10 | -4 | 7 | 1 | -0.1 | -1 | 6
Cc1cc(NC(=O)C(C)SCC(=O)OCC(=O)N(C)c2ccccc2)no1 (stereo not drawn) | 3.1 | 5 | 4 | -3 | 1 | 1 | 0.1 | -2 | 3
O=C(COC(=O)Cc1ccc(Cl)cc1)Nc1ccc(OC(F)F)cc1 | 3.4 | 2 | 12 | 3 | -5 | 44* | 0.0 | 2 | 4

A portion of the library, so the mix of outcomes need not match the whole.
